NSD2 HMT inh: inhibitors of human histone methyltransferase NSD2; O96028; NSD2 peptide methylation, AlphaScreen, 120 min; inhibition, % at 12.5 µM; actives 0.54% (n = 310,000); in the data active means inhibition above about 50%
cardiac RTF act: cardiac RTF calcium sensitization | IANBD-labeled TnC RTF fluorescence at EC20 calcium; 0% EC20 calcium, 100% full calcium | P19429+P45379 | activation, % at 7.2 µM | actives 0.24% (n = 340,000) | AID 493008;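 active means activation above the mean over all tested compounds plus 3 SD, cut at about 30% in these data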;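 further: rise in fluorescence read as greater calcium sensitivity of cardiac thin filaments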
Mot1-301 SUMO: inhibitors of SUMOylation pathway: yeast Mot1-301 growth rescue; growth rescue, % at 18.8 µM; S. cerevisiae Mot1-301 growth rescue, ATP luminescence, 38.5C; percent above DMSO median, 100 means doubled; actives 1% (n = 320,000); AID 2716;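 active means every valid replicate shows activation above 250% relative to neutral control wells; inactive means the rest, any valid replicate at or below 250%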;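 further: OY570 slx delta 5 strain wells were the positive control but not used for scaling; some compounds called inactive have numbers as strong as hits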
Keap1 Nrf2 FP: Keap1-Nrf2 (human) interaction inhibition | inhibition, % at 9.4 µM | AID 504523 | Keap1 Kelch-Nrf2 peptide fluorescence polarization, 1536-well | Q14145 | actives 0.15% (n = 340,000); in the data active means inhibition above about 12%;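 further: human Keap1 Kelch domain with fluorescein labeled Nrf2 9mer peptide probe; 0% = neutral control wells and 100% = peptide positive control; higher means more block of Keap1 binding to Nrf2 peptide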
PvdQ acylase: P. aeruginosa PvdQ acylase inhibition | purified PvdQ acylase, fluorescence plate reader | inhibition, % at 10 µM | actives 0.063% (n = 340,000); in the data active means inhibition above about 30%, passing the limit was not always enough;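 further: 0% = vehicle neutral wells and 100% = reference inhibitor wells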
RTF Ca sens inh: cardiac RTF calcium desensitization; IANBD-labeled cardiac RTF, Ca2+ fluorescence; inhibition, % at 7.15 µM; actives 0.12% (n = 340,000); AID 493244;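 active means inhibition above the mean inhibition of all tested compounds plus 3 SD, cut at about 17% in these data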;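 further: assay run at fixed EC70 calcium of 1.6 mM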
Rtt109 Vps75: blocks Candida albicans Rtt109/Vps75 acetyltransferase activity; Q5AAJ8; purified Rtt109/Vps75, ThioGlo CoA-SH fluorescence, 4 h; inhibition, % at 34.9 µM; actives 0.16% (n = 330,000); AID 540336;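 active means inhibition of at least 50% in every replicate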
Target sequence (Q5AAJ8 whole entry, looked up): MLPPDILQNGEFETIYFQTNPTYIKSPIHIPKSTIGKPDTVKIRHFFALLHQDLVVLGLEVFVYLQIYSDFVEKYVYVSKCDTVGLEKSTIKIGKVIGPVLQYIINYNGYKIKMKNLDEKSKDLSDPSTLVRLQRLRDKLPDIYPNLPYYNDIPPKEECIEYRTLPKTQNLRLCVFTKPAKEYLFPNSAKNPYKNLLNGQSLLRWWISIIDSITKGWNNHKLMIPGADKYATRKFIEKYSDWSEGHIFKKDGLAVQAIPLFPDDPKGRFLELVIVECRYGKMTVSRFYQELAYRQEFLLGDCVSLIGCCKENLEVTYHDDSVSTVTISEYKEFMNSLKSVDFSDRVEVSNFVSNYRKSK
LANA DNA inh: KSHV C-LANA DNA binding inhibition; inhibition, % at 9 µM; actives 0.078% (n = 340,000); MBP-C-LANA/FAM-LBS DNA binding, fluorescence polarization;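 active means highest replicate inhibition at or above 60% at 9 µM, even if other replicates fall short; inactive means all replicates below 60% inhibition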;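 further: 0% = neutral control wells and 100% = 4 µM acridine orange control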
PfHsp90 yeast 2: reduces growth (ATP signal) of yeast expressing P. falciparum Hsp90 | S. cerevisiae expressing PfHsp90, BacTiter-Glo ATP, 48 h; yeast lacking PDR1 and PDR3 efflux regulators | actives 0.32% (n = 310,000) | AID 504621 | inhibition, % at 9.4 µM;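 active means every replicate shows inhibition above about 80%, whatever the replicate mean, limit read from the data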;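 further: 0% = DMSO neutral controls and 100% = 20 µM radicicol positive controls; yeast relying on Plasmodium falciparum Hsp90 in place of its own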
dFosB act: enhances mouse delta FosB homodimer DNA binding; purified delta FosB, TAMRA-CDK5 oligo fluorescence polarization; percent of positive-control signal above neutral wells; activation, % at 25 µM; actives 0.99% (n = 340,000); AID 493131;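 active means mean activation above about 17%, with every replicate also reaching it, limit read from the data, passing the limit was not always enough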;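 further: fluorescence polarization rise as delta FosB binds a TAMRA Cdk5 AP-1 oligo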
Target sequence (P13346 whole entry, looked up): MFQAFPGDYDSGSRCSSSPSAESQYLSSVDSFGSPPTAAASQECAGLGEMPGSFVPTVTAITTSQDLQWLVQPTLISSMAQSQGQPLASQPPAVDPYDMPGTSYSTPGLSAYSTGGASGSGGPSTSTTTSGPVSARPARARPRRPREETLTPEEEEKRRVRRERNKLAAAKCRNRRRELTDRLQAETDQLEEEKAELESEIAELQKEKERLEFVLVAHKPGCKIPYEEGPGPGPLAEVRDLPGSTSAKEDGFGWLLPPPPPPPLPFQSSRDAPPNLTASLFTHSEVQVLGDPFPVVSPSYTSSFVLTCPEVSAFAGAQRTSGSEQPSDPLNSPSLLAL
CDK5 p35 inh: blocks human CDK5/p35 kinase activity | Q00535+Q15078 | Recombinant CDK5/p35, ADP-Glo luminescence, 60 min | inhibition, % at 10 µM | actives 0.01% (n = 330,000) | AID 488839;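 active means highest replicate inhibition of at least 50% and at least 75% of replicates reaching 50%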;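 further: plate controls were DMSO neutral control for no effect and GW8510 at 10 µM for full effect; many of its hits are not listed in these tables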
Numbers without * were called inactive; / = no result given.

SMILES	NSD2 HMT inh	cardiac RTF act	Mot1-301 SUMO	Keap1 Nrf2 FP	PvdQ acylase	RTF Ca sens inh	Rtt109 Vps75	LANA DNA inh	PfHsp90 yeast 2	dFosB act	CDK5 p35 inh
CCN(CC)S(=O)(=O)c1ccc(N2CCCC2)c(NC(=O)c2c(-c3ccccc3)noc2C)c1	13.0	8.7	-20.8	-4.0	-14.1	-13.3	8.1	-1.0	-7.2	-8.8	3.6
CN(C)C(=O)C1CC(=O)OC12CCCCC2 (stereo not given)	-8.4	15.0	-14.6	-0.9	12.3	1.3	13.2	-0.2	-7.9	-4.7	-1.4
CCCCSc1nc(SCC(=O)NCc2ccco2)c2c3c(sc2n1)COC(C)(CC)C3 (stereo not given)	-2.3	1.2	1.7	-6.6	-5.6	-0.5	-2.5	2.7	-2.1	-4.8	0.4
CC(C)(C)NC(=O)C(=O)N/N=C/c1ccc(Br)cc1	-1.1	3.2	-1.1	-5.6	-6.7	2.5	-11.3	-1.2	16.2	0.1	0.4
CC(C)(C)OC(=O)N1CC=C2C(C#N)=C(N)C(C#N)(C#N)[C@H](c3cccnc3)[C@H]2C1	-2.6	13.7	-10.2	5.8	-7.0	-16.8	-42.5	18.3	6.5	-9.0	-0.6
CCOc1ccc(NS(=O)(=O)c2c(C(=O)N3CCCCCC3)c(C)n(C)c2C)cc1	1.2	-6.1	195.4	-3.0	-2.3	4.0	2.7	0.9	-9.8	-10.6	-1.4
Cc1nc(NC(=O)COC(=O)C2=NNC(=O)CC2)c(Cl)cc1Cl	/	-6.2	-19.3	-6.9	3.1	-4.2	13.4	-0.3	1.2	-9.8	-0.4
Cc1ccc(Cn2nc(C)c(NC(=O)CCCn3nc(C)c([N+](=O)[O-])c3C)c2C)cc1	-3.8	4.5	-0.9	-7.9	13.3	-2.6	4.3	1.1	-2.6	-1.4	-0.5
CNC(=S)Nc1cc(OC)c(NC(=O)c2ccco2)cc1OC	0.3	-6.9	-9.8	-0.7	-7.3	-8.4	-1.7	-0.1	3.4	-5.5	-1.9
Cc1ccc(CNC(=O)C2CCC(CNS(=O)(=O)c3cccc4cccnc34)CC2)cc1 (stereo not given)	0.8	6.3	-0.3	2.2	-14.8	2.6	-6.7	1.7	-27.4	2.8	-0.3
CC(Sc1nc(-c2ccccc2)cc(C(F)(F)F)n1)C(=O)N1CCOCC1 (stereo not given)	-2.6	-4.1	5.0	2.4	-2.9	0.3	-9.7	1.1	-6.7	-5.8	0.5
COCCNC(=O)C(c1ccco1)N(C(=O)Cn1nnc2ccccc21)c1cc(C)ccc1C (stereo not given)	-2.8	-4.3	-5.6	-6.5	-13.1	-3.2	-4.4	-2.4	1.0	-4.7	0.2
COc1ccccc1CNC(=O)CNC(=O)c1ccc(Br)o1	3.6	-1.4	51.0	3.5	-13.1	-7.3	1.9	-1.9	19.7	-3.4	4.0
C=CCN1CCN(Cc2cnc(Cl)s2)CC1	-2.4	1.0	22.6	3.8	4.0	-3.1	4.1	6.2	/	-4.7	-1.0
CCOc1ccc(C2C(C#N)=C(N)SC(N)=C2C#N)c(OCC)c1	2.6	16.5	-15.6	-65.7	-17.7	-40.4	0.8	-2.9	-42.1	-5.7	-3.6
Cc1ccc(N(C)S(=O)(=O)c2ccc3c(c2)NC(=O)C(C)S3)cc1 (stereo not given)	1.5	-6.1	8.1	-2.0	9.6	-4.0	37.4	0.6	-10.1	-7.5	1.4
Cc1ccc(S(=O)(=O)N2CCN(C(=O)CSc3nc4ccccc4c(=O)[nH]3)CC2)c(C)c1	-0.4	0.4	0.1	-0.7	-11.1	-6.0	6.4	1.6	-47.6	8.4	0.7
O=C(CCNC(=O)C1CCN(S(=O)(=O)c2ccccc2)CC1)NCc1cccc(Cl)c1	-0.4	-0.8	0.1	-4.1	-4.8	-11.0	-1.2	-0.4	-13.0	-1.9	-0.8
CCOc1ccccc1OCC(=O)Nc1nc2ccccc2[nH]1	0.1	-2.7	-12.4	-3.5	9.2	4.2	5.0	-1.6	4.4	-0.8	-1.0
Cn1c2ccccc2c2nnc(NN)nc21	-0.1	2.8	-3.9	4.5	-2.0	-9.4	4.6	-0.2	-2.9	-5.4	-0.9
CCN1CCN(c2nc3ccccc3nc2NS(=O)(=O)c2ccc(NC(C)=O)cc2)CC1	8.2	-5.5	2.7	-3.0	8.1	-3.9	3.3	3.3	-7.4	-5.4	0.7
CCCc1nnc(SCC(=O)Nc2ccccc2F)o1	6.8	7.7	1.7	-4.0	-11.5	-14.4	1.4	-0.7	-5.1	-1.2	-0.6
CCC(=O)Nc1cc(-c2nnc(OC)c3ccccc23)ccc1N1CCOCC1	-2.7	4.5	-7.9	-3.4	-12.8	-6.7	-1.4	-0.1	16.6	-8.4	-1.5
CCn1c(=O)c2cc(C(=O)NCCC(C)C)sc2c2ccccc21	-3.0	6.9	32.0	1.4	-1.4	-4.8	4.3	1.3	-5.6	-26.4	-1.1
CC(C)(C)NC(=O)CSc1nnc(Cc2ccc3c(c2)OCO3)n1C1CCCCC1	2.5	1.4	-20.5	-2.3	-8.2	2.1	11.9	0.4	11.8	0.6	-0.4
O=C(COC(=O)CNC(=O)C1CCCCC1)Nc1ccc(Cl)cc1F	-4.5	3.1	5.6	-5.4	-9.9	15.1	16.7	-0.2	/	-0.3	-0.7
COCCn1c(=S)[nH]c2cc(C(=O)NCCc3ccccc3)ccc2c1=O	-0.3	2.6	2.6	3.1	-8.7	0.0	-11.2	-1.4	-14.6	11.5	0.2
O=C(Oc1ccc(C(=S)N2CCOCC2)cc1)c1cc([N+](=O)[O-])cc([N+](=O)[O-])c1	-0.4	15.2	275.0	-3.0	-11.7	-6.1	-7.7	1.6	17.3	-5.9	1.0
O=C(CSc1cccc[n+]1[O-])NCCCc1ccccc1	1.1	-5.1	1.6	-2.9	-4.4	5.7	7.8	0.4	-5.2	0.5	-0.3
N/C(Cc1ccc([N+](=O)[O-])cc1)=N\OC(=O)c1ccco1	0.0	2.3	-13.7	-2.7	-12.2	-11.0	-4.1	1.1	-24.3	3.1	-3.7
O=c1[nH]cc(I)cc1I	-1.7	0.8	/	-2.0	-6.7	-0.3	8.0	-1.9	-8.6	8.3	-2.2
CCOC(=O)C1(Cc2ccc(Cl)cc2)CCN(C(=O)C2=NNC(=O)CC2)CC1	-4.7	-1.7	2.8	0.9	-17.3	-5.5	7.5	-1.4	7.9	0.0	-1.3
COc1cccc(NC(=O)Nc2nnc(Cc3ccc(OC)c(OC)c3)s2)c1	-1.9	-4.5	-3.2	0.1	19.3	3.3	-4.8	-0.5	-27.4	2.6	-1.0
COCCNC(=O)COCc1cc(-c2ccc3c(c2)OCO3)on1	4.0	3.6	-1.8	0.3	-8.7	-9.6	-2.2	-0.3	-10.3	0.9	1.3
O=C1C2C3CCC(C3)C2C(=O)N1c1ccc(OS(=O)(=O)c2ccccc2)cc1 (stereo not given)	-2.3	8.4	3.8	-1.8	2.0	-16.4	3.3	-0.1	-3.9	-2.4	-0.1
O=C(N=C1N=C2C=CC(Br)=CN2Cc2ccccc21)c1ccc([N+](=O)[O-])cc1[N+](=O)[O-]	-2.8	-2.4	4.9	-6.8	-3.0	-14.4	-8.8	-0.5	-17.4	-12.9	2.7
COc1cccc(CNC(=O)CCC2CCCN(C(=O)c3cc(C)[nH]n3)C2)c1 (stereo not given)	-1.3	0.6	291.2	-5.1	-3.3	-5.0	-1.1	1.3	5.0	-0.8	-0.6
Cc1cc(C)nc(Nc2n[nH]c(-c3ccccc3C)n2)n1	-0.8	1.6	9.1	-1.4	-9.8	-16.8	-16.2	1.8	-11.3	0.0	-1.1
N#Cc1c(N)c(C(=O)c2ccccc2)n2c1CCCC2	3.7	-3.9	6.8	0.3	4.2	-8.0	3.1	1.1	/	-12.7	-0.2
COc1cccc(CNC(=O)CCNC(=O)c2ccccc2OC)c1	0.6	-2.1	6.5	-1.0	6.4	-0.7	1.0	-0.1	4.4	-4.6	1.7
CC(=O)C1C(c2ccc(C)cc2)c2c(n[nH]c2C)CC1(C)O (stereo not given)	-2.5	3.8	-7.3	1.8	-11.2	-6.7	9.1	-3.3	-11.1	-2.4	1.7
CCN(CC)C(=O)[C@H]1C[C@H](CC(=O)NCCc2ccccn2)C(=O)N2CCc3c([nH]c4ccc(Cl)cc34)[C@]12C	/	-3.0	/	-3.1	-7.5	-3.6	-1.6	-3.3	-4.6	-2.9	0.0
CCN(Cc1ccccc1)C(=O)Cn1c(=O)n(CC(=O)N2CCCCC2)c(=O)c2sccc21	-7.1	1.6	1.8	-1.5	-11.3	-6.8	4.3	0.2	-44.5	-17.1	0.7
CCc1cccc(C)c1NC(=O)CN1CCN(S(=O)(=O)c2ccc(C(C)(C)C)cc2)CC1	-4.7	-10.7	-9.7	-6.1	-8.6	-4.7	-15.6	0.2	/	-8.6	-6.6
O=C(Nc1ccc(OC(F)(F)F)cc1)C1CC(c2ccc(F)cc2)=NO1 (stereo not given)	-2.9	1.2	-2.6	0.8	-17.8	-2.9	3.8	1.0	32.4	-2.7	-1.2
O=C(OCn1nnc2ccccc2c1=O)c1cc2ccccc2o1	/	-2.0	-2.0	0.7	-9.4	-3.3	-2.0	2.1	3.2	-6.4	0.1
COc1cc2ccccc2cc1C(=O)N(CCN(C)C)c1nc2ccc(Br)cc2s1	-3.3	0.4	-13.4	-7.5	1.8	-9.0	19.6	0.5	10.2	44.0*	-0.6
C/C(=N\NC(=O)CNc1ccccc1Cl)C(C)(C)C	/	6.5	1.9	-4.9	5.6	-0.6	-7.9	0.6	-13.4	6.6	0.4
CC1CC(C)CN(C(=O)c2nn(C)c3c2CS(=O)(=O)c2ccccc2-3)C1 (stereo not given)	9.5	-0.8	-18.2	-7.9	2.6	2.2	0.5	0.5	9.5	-6.9	1.6
CSc1nc(-c2ccco2)nn1C(=O)c1ccc(C)cc1	/	-1.2	-18.4	-19.8	-12.1	0.4	-6.1	-0.7	/	-2.5	0.7
CN1/C(=C\C(=O)COC(=O)c2ccccc2O)C(C)(C)c2ccccc21	-1.3	2.4	6.1	-3.6	-15.6	-4.7	2.4	-0.1	22.8	12.2	-2.5
COc1cc(C)c(S(=O)(=O)Nc2ccccc2F)cc1C	1.8	4.9	-4.9	-2.0	-16.5	0.1	-10.1	-1.6	0.9	-7.3	-7.5

From PubChem
